Insulin prom inh = TRM-6 insulin promoter activity inhibition; TRM-6 cells (human fetal islet line), insulin promoter-eGFP reporter, imaging; reporter expression induced with tamoxifen; inhibition, % at 2 µM; hit rate 0.9% among 130,000;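 active means inhibition above the mean plus 3 SD, with well images judged a real hit on visual review, cut at about 60% in these data, passing the limit was not always enough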
sdo1 growth = sdo1-depleted yeast growth rescue; S. cerevisiae sdo1-depleted JHY4D growth rescue, OD600 30 h; stronger effect = higher value; pdr5 snq2 efflux-pump mutant strain; z-score at 10 µM; hit rate 0.21% among 140,000;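 active means z-score above 3 at both the 24 hr and the 30 hr optical density reads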;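 further: z-score against mean and SD of all compound wells on the same plate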
sdo1 growth Rescue 24 h = also measured in sdo1 growth; calls as there; z-score; S. cerevisiae sdo1-depleted JHY4D growth rescue, OD600; measured here: growth rescue at 24 h;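 0 is the plate mean of compound wells and units are plate SD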
Active calls of the source: *; nt = no result given; & = joins results of further samples.

Structure,Insulin prom inh,sdo1 growth,sdo1 growth Rescue 24 h
O=C(Nc1ccccc1C(=O)Nc1ccc2c(c1)OCO2)c1cccs1,-3,-0.79,-0.45
C=CCn1nc(-c2ccccc2)c(N2CCCCC2)cc1=O,22,nt,nt
O=C(NCCN1C(=O)S/C(=C/c2cccnc2)C1=O)C1CC(=O)N(Cc2ccccc2)C1 (stereo unspecified),25,nt,nt
Cc1cc2cc3c(cc2nc1SCC(=O)OC(C)C)OCCO3,13,3.1*,3.8*
CC1=C(C(=O)N2CCCCC2)C(c2cccs2)C2=C(CCCC2=O)N1 (stereo unspecified),-14,0.09,-0.14
Cc1cc(C)cc(NC(=O)OCCN2CCN(Cc3ccccc3)CCC2=O)c1,-5,0.24,-0.17
Cc1ccc(CSCC(=O)NCCc2ccccc2)cc1,-17,nt,nt
CC12CCC(C(=O)NCc3ccccc3)(OC1=O)C2(C)C (stereo unspecified),-62,-0.95,-1.1
O=C(O)CCN=C1CCCc2ccccc2N1,21,-0.02,-0.63
Cc1oc(-c2cc(F)ccc2F)nc1CN(C)Cc1ccc2nccnc2c1,-123,nt,nt
CC(C)(Oc1ccc(CCNC(=O)c2ccc(-c3ccccc3)o2)cc1)C(=O)O,nt,0.8,0.33
O=C(/C=C/Nc1ccc(F)cc1)c1cccs1,53,nt,nt
Cn1c(N)c(C(=O)c2cc(-c3ccncc3)nc3ccccc23)c(=O)n(C)c1=O,-48,nt,nt
O=C(NNC(=S)Nc1ccccc1)c1ccccc1[N+](=O)[O-],7,nt,nt
COc1ccc(CCNC(=O)C2CCCN2C(=O)NC2CCCCC2)cc1OC (stereo unspecified),-21,0.55&1.4,0.07&0.65
O=C(Nc1ccccc1)N1CCC(=S)Nc2ccccc21,23,0.7,0.58
COCCCNS(=O)(=O)c1ccc2c(c1)CCN2C(C)=O,-10,1.8,2.2
O=C(CSc1nc2c(c(=O)[nH]1)CCCC2)Nc1ccc(Cl)cc1F,nt,-2.2,-1.5
Cc1ccc(-c2nnc(Nc3ccc4c(c3)nc(C)n4C)c3ccccc23)cc1,-65,-0.61,-0.82
COc1ccc(C2=Nn3c(nnc3-c3ccncc3)SC2)cc1,41,0.08,-0.51
O=C(O)CCc1nnc(SCC(=O)Nc2ccc(Br)cc2)[nH]c1=O,55,nt,nt
CC(=O)c1cc(-c2ccccc2)n(CC(=O)Nc2cc(C)cc(C)c2)c1C,-3,0.76,0.62
COC(=O)CSc1nnc(CNC(=O)c2cccs2)n1-c1cc(OC)ccc1OC,nt,0.53,-0.01
O=C(CSCc1ccc([N+](=O)[O-])cc1)Nc1ccc(S(=O)(=O)N2CCCCCC2)cc1,nt,-0.3,-0.11
C=CCN(C(=O)CCC(=O)O)C1CC(=O)N(c2ccc(OC)cc2)C1=O (stereo unspecified),58,2.1,2.3
Cc1ccc(OCCCC(=O)N2CCOCC2)cc1,34,0.88,0.69
Cc1nnc(SC(C)C(=O)Nc2ccc(S(=O)(=O)N3CCCCCC3)cc2)s1 (stereo unspecified),nt,-0.76,-0.86
COc1ccc(CNC(=O)COc2ccc([N+](=O)[O-])cc2)cc1,28,2.1,0.58
CC(OC(=O)c1ccc(Cl)c(S(=O)(=O)N2CCc3ccccc32)c1)C(=O)Nc1ncc(Cl)cc1Cl (stereo unspecified),nt,-0.28,0.01
O=C(CSc1nc(-c2ccccc2)cs1)Nc1nccs1,nt,-1.4,-0.76
COc1nc(Nc2ccc(OC)c(Cl)c2)nc(OC)n1,19,-0.53,-0.64
Cc1cc(Nc2ccc(Cl)cc2)n2nnnc2n1,6,-0.17,-0.71
CCN(CC)C(=O)C(Sc1ccccc1)c1ccccc1 (stereo unspecified),34,0.17,-0.28
CCOC(=O)CC(NC(C)=O)c1ccc([N+](=O)[O-])cc1 (stereo unspecified),-35,0.77,0.89
O=C(OCC(=O)N1CCN(C(=O)c2ccco2)CC1)c1ccccc1OCc1ccc(Cl)cc1,-31,-0.53,-0.11
CC12CCC(O)CC1=CCC1C2CCC2(C)C1CCC21CCC(=O)O1 (stereo unspecified),-4,1.1,2.3
COC(=O)c1ccc2c(=O)[nH]c(CSc3nc(C)cs3)nc2c1,36,nt,nt
Cc1cccc(C)c1NC(=O)/C(C#N)=C/c1ccsc1,nt,-1.2,-1.5
Cc1ccc(-n2c3c(cc(C(=O)NC4CCSC4=O)c2=O)C(=O)CCC3)cc1 (stereo unspecified),-123,0.72,0.76
O=C(Oc1c(Cl)cc(Cl)c2cccnc12)c1cccs1,29,-2,-0.75
CCC(=O)N=c1sc2cc([N+](=O)[O-])ccc2n1CCOC,32,-0.04,0.05
CC1CN(Cc2ccc(C#N)cc2Cl)CC(C)O1 (stereo unspecified),nt,-0.26,-0.47
CC(=O)Nc1ncc(Cc2ccc(Cl)cc2Cl)s1,5,nt,nt
COc1ccc(C(=O)COC(=O)COc2ccc(C)c(C)c2)cc1,0,-0.38,-1.1
C=CCn1c(C)csc1=Nc1ccccc1C,-25,nt,nt
Cc1cccc(N2CCN(C(=O)C3CCN(S(=O)(=O)c4cnc[nH]4)CC3)CC2)c1C,nt,-0.34,-0.67
COc1ccc(NC(=O)c2cc3c(-c4ccc(OC)c(OC)c4)nn(C)c3s2)cc1OC,nt,-1.1,0.02
CCn1c(=O)c([N+](=O)[O-])c(NCCc2ccccc2)c2ccccc21,4,-1.3,-1.2
CCn1c(SC(=O)NC2CCCCC2)nnc1-c1cccs1,nt,0.03,0.07
Oc1ccc(-c2nc3ccccn3c2NCc2ccco2)cc1,12,0.07,0.33
CCc1nn2cc(-c3ccccc3)nc2s1,-27,-0.22,-0.44
CCOC(=O)c1sc(N)c(C(N)=O)c1C,-100,nt,nt
COc1ccc(NC(=O)C2(c3ccc(NC(=O)c4ccc(C)cc4)cc3)CCCC2)cc1,-7,0.68,1.4
Cc1nn(Cc2ccccc2)c(C)c1NC(=O)c1noc2c1CCc1ccccc1-2,nt,-2.4,-1.5
COC(=O)C(O)(CC(=O)Nc1cc(Cl)ccc1Cl)C(F)(F)F (stereo unspecified),48,0.15,0.13
Cc1ccccc1NC(=O)/C(C#N)=C\c1cccnc1,26,-0.28,-0.96
Cc1ccc(S(=O)(=O)N(CCCN2CCCC2=O)Cc2cc3c(C)ccc(C)c3[nH]c2=O)cc1,10,0.73,1
C/C(=N/OC(=O)C1CC1c1ccccc1)c1ccccc1 (stereo unspecified),-7,nt,nt
Cc1ccc(-c2nc(CSc3nc4ccccc4c(=O)n3C)cs2)cc1,-21,-0.06,-0.01
COc1ccc(NC(=O)CCS(=O)(=O)c2ccc(OC)cc2)cc1,23,0.99,0.55

Following part.
Structure,Insulin prom inh,sdo1 growth,sdo1 growth Rescue 24 h
CCOC(=O)c1ccc(Nc2cc(C)nc(-c3ccccc3O)n2)cc1,-4,-0.92,-0.33
COc1ccc(N=Cc2ccc[nH]2)cc1,-126,1.7,2.2
Cc1cc(C)n(-c2ccc(N3CCOCC3)nn2)n1,15,0.28,1.5
CCOc1c(OC)cccc1C1CC(=O)Nc2cc(OC)c(OC)cc21 (stereo unspecified),nt,0.06,-0.12
C/C(=N\NC(=O)CCn1nc(C)cc1C)C(C)(C)C,-11,1.3,0.97
COc1ccccc1C(NC(=O)C1CCCCC1)c1c(O)ccc2ccccc12 (stereo unspecified),-27,-0.95,-0.83
COc1ccc(S(=O)(=O)N2CCN(C(=O)c3cccc(Cl)c3)CC2)cc1,-62,-1.6,-1.2
Cc1nn(Cc2ccccc2Cl)c(C)c1C(=O)N1CCN(c2ccccc2)CC1,0,-0.55,-0.03
CC(C)NC(=O)NC(=O)COC(=O)c1ccccc1F,nt,0.99,0.43
COc1cc2ccccc2cc1C(=O)Nc1ccc(S(=O)(=O)Nc2cc(C)on2)cc1,-18,1.1,1.3
O=C(CSc1nnc(Nc2ccccc2)s1)NCCN1C(=O)CSC1=O,nt,1.6,2.1
Cc1cc(C)nc(SCC(=O)NCc2ccco2)n1,-63,-0.21,-0.58
CCS(=O)(=O)N1CCN(c2ccc(C(=O)NC34CC5CC(CC(C5)C3)C4)cc2[N+](=O)[O-])CC1,0,-0.03,-0.46
COc1nc(-c2ccccc2)ccc1-c1noc(-c2ccccc2F)n1,nt,-0.19,1.1
CCOC(=O)Nc1ccc(NC(=O)c2c(OC)cccc2OC)cc1,27,-0.38,0.26
COC(=O)C1C(=O)c2c([nH]c(C(=O)OCCSC)c2C)CC1C (stereo unspecified),nt,-0.53,-0.27
CCSc1nnc(-c2ccc(S(=O)(=O)N3CCOCC3)cc2)n1CC1CCCO1 (stereo unspecified),nt,1.1,0.7
CCOc1ccc(OCCN(C)Cc2ccccc2)cc1,-33,-0.18,0.15
C=CCOc1cccc(C2/C(=C(/O)c3ccccc3)C(=O)C(=O)N2CCN2CCOCC2)c1 (stereo unspecified),-40,0.75,0.63
Cc1cc(C(F)F)nn1CC(=O)NCc1ccc(Cl)cc1Cl,-18,-0.13,-0.33
O=C(NNC(=S)NCc1ccccc1)c1ccc2c(c1)OCO2,50,-0.51,-0.9
CCOC(=O)c1cnc2nc(C(F)(F)F)[nH]n2c1=O,46,0.17,-0.21
Cc1nn(C(C)CC(=O)O)c(C)c1Br (stereo unspecified),12,0.06,-0.5
Cc1cc(N/N=C/c2c(O)ccc3ccccc23)nc(-c2ccccc2O)n1,18,-0.69,-0.2
Cc1ccccc1-c1nc2sc3c(c2c(=O)n1N)CCCC3,-18,-0.72,-0.98
CCOc1ccc(-n2c(SCC(=O)NCc3ccco3)nc3c(c2=O)SCC3)cc1,-246,0.32,1.5
CCOc1ccc(CCN2CN(CC)CNC2=S)cc1OCC,-21,nt,nt
COC(=O)C1CCN(c2nc3ccccc3nc2C(C#N)C(=O)OCC(C)C)CC1 (stereo unspecified),25,0.32,1.2
Cc1cc(=O)[nH]c(SCC(=O)N2CCc3ccccc3C2)n1,-11,0.51,0.81
COCCNC(=O)CN(Cc1ccc2c(c1)OCO2)C(=O)CCC(=O)Nc1nccs1,33,-1.5,-1.9
CCN(CC)c1ccc(/C=N/NC(=O)Cc2nnc(NC(=O)Nc3ccccc3)s2)cc1,-33,-0.38,-0.79
CC(=O)Nc1ccc(NC(=O)C(F)(F)F)cc1,28,1.1,0.74
COC(=O)c1ccc(Oc2coc3cc(OCc4ccc([N+](=O)[O-])cc4)ccc3c2=O)cc1,-3,-1.2,-0.22
Cc1ccc(C(=O)NCC(C)(C)N2CCOCC2)s1,7,0.55,0.07
COc1cccc(-c2cc(N3C(=O)Nc4ccccc4N3O)n[nH]2)c1,nt,1.1,1.4
Cc1ccc(-n2c(C)c3c(C)nnc(C)c3c2C)cc1C,-45,1.5,-1
Cc1ccc(OCC(=O)NCc2cccs2)c([N+](=O)[O-])n1,-35,nt,nt
S=C(NCc1cccs1)Nc1ccccc1Cl,26,-0.25,-0.38
COc1ccc(CCN(C)Cc2ccc(OCc3ccccc3)c(OC)c2)cc1OC,nt,0.19,0.6
CCOC(=O)c1cccc(N2C(N)=NC(N)=NC2(C)C)c1,nt,-0.12,-0.29

Quoted from the listing:
Result of `CCOC(=O)c1cnc2nc(C(F)(F)F)[nH]n2c1=O` in sdo1 growth Rescue 24 h: -0.21
Result of `S=C(NCc1cccs1)Nc1ccccc1Cl` in sdo1 growth Rescue 24 h: -0.38
Result of `COC(=O)c1ccc(Oc2coc3cc(OCc4ccc([N+](=O)[O-])cc4)ccc3c2=O)cc1` in Insulin prom inh: -3
Result of `COc1ccc(CCN(C)Cc2ccc(OCc3ccccc3)c(OC)c2)cc1OC` in sdo1 growth: 0.19
Result of `CCOC(=O)c1cccc(N2C(N)=NC(N)=NC2(C)C)c1` in sdo1 growth Rescue 24 h: -0.29
Result of `COC(=O)C1CCN(c2nc3ccccc3nc2C(C#N)C(=O)OCC(C)C)CC1` (stereo unspecified) in sdo1 growth Rescue 24 h: 1.2

(further entries)
Structure,Insulin prom inh,sdo1 growth,sdo1 growth Rescue 24 h
O=C1NC(=S)N/C1=C/c1cccc([N+](=O)[O-])c1,-64,nt,nt
N=C1S/C(=C\c2cccc3ccccc23)C(=O)N1c1ccc(F)cc1,-7,-0.85,-0.09
CC(C)(C)C1CCc2c(sc(NC(=O)c3cccs3)c2C(=O)N2CCCCC2)C1 (stereo unspecified),-31,-0.61,0.31
c1ccc(CSc2nnc(-c3cccnc3)o2)cc1,-284,0.3,-0.48
C=C(C)c1cccc(C(C)(C)NC(=O)Nc2ccc3[nH]c(=O)[nH]c3c2)c1,nt,0.4,1.1
CCCCCCc1nc2ccccc2c(=O)n1N,nt,0.58,1.1
Nc1nc2n(n1)C(c1ccco1)CC(c1ccc(Cl)cc1Cl)N2 (stereo unspecified),0,-0.86,-0.93
Cc1nc(=O)c(-c2ccccc2)c(C)n1-c1ccccc1O,nt,0.93,0.49
Cn1c(SCC(=O)N2c3ccccc3CCc3ccccc32)nnc1-c1ccc(O)cc1,24,-0.09,-0.56
CC1=Nn2c(nnc2-c2ccccc2F)SC1,nt,1.1,2.3
COC(=O)c1ccc(N2Cc3ccccc3/C2=N\C(=O)Nc2ccccc2)cc1,nt,-0.55,-0.72
Cc1cc(Cl)ccc1OCC(=O)n1cc(C(=O)c2cc(Cl)ccc2O)cn1,45,nt,nt
COc1ccc(-n2nnc3c(SCC(=O)NCC4CCCO4)ncnc32)cc1 (stereo unspecified),-43,-0.23,-0.49

3 of the entries above in order of their number in sdo1 growth, smallest number first.
Structure,Insulin prom inh,sdo1 growth,sdo1 growth Rescue 24 h
COC(=O)c1ccc(N2Cc3ccccc3/C2=N\C(=O)Nc2ccccc2)cc1,nt,-0.55,-0.72
Cn1c(SCC(=O)N2c3ccccc3CCc3ccccc32)nnc1-c1ccc(O)cc1,24,-0.09,-0.56
Cc1nc(=O)c(-c2ccccc2)c(C)n1-c1ccccc1O,nt,0.93,0.49

Assay outcomes from PubChem.

Not all compounds are listed, so the mix of outcomes need not match the whole.
